HCV NS3 hel inh = inhibitors of HCV NS3 helicase, primary screen, biochemical, Cy5 molecular beacon fluorescence. Hepatitis C virus NS3 helicase. NS3 helicase DNA unwinding. inhibition, % at 10.9 µM. 290,000 compounds, 0.56% hits;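 active = inhibition above the mean of all tested compounds plus 3 SD, set per campaign, cut at about 35% in these data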;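 also: 0% = DMSO wells and 100% = thioflavine S control wells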
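System: NS3 helicase fragment of HCV / Schedule: 1 h at 25 °C / Control set: DMSO alone as 0% and 110 µM thioflavine S as 100% / Reagent: Cy5/quencher beacon DNA duplex and ATP to start / Technique: Cy5 fluorescence / Replication: singlicate / Evaluation: % inhibition of end-to-start signal ratio versus controls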
OXTR ag = human OXTR agonists, primary screen, fluorescence, CHO-OTR cells, Fluo-8 calcium; 320,000 compounds, 0.32% hits; Fluo-8 calcium fluorescence; normalized: DMSO 0%, oxytocin 100%; Oxytocin receptor (Homo sapiens), P30559; activation, % at 3 µM;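 active = activation above the mean of all tested compounds plus 3 SD, cutoff set per screening run, cut at about 20% in these data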;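 also: peak over basal fluorescence ratio from a 100 s FLIPR kinetic read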
VIM-2 inhibitor = VIM-2 metallo-beta-lactamase inhibitors, primary screen, biochemical, epi-absorbance readout, Pseudomonas aeruginosa enzyme; 290,000 compounds, 0.89% hits; inhibition, % at 5.6 µM; purified VIM-2, nitrocefin hydrolysis, epi-absorbance fluorescence;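 active = inhibition above the mean of all tested compounds plus 3 SD, cutoff set per screening run, cut at about 7.5% in these data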;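 also: red hydrolysis product quenches plate fluorescence so inhibitors raise well fluorescence; 0% = enzyme with DMSO and 100% = DMSO without enzyme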
V1R ag counter = agonists of human V1a receptor, primary screen, counter-screen for OXTR agonist project, fluorescence, CHO-V1R cells; 320,000 compounds, 0.25% hits; Vasopressin V1a receptor (Homo sapiens), P37288; Fluo-8 calcium fluorescence, agonist mode; 0% DMSO, 100% 3 nM vasopressin; AID 2797, 2010; activation, % at 3 µM;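 active = activation above the mean activation of all tested compounds plus 3 SD, per screening run, cut at about 20% in these data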;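 also: signal is peak over basal fluorescence ratio across a 100 second FLIPR read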
IMP-1 inh = IMP-1 metallo-beta-lactamase inhibitors, primary screen, biochemical, epi-absorbance readout, Pseudomonas aeruginosa enzyme. purified IMP-1, nitrocefin hydrolysis, epi-absorbance fluorescence. inhibition, % at 5.6 µM. 290,000 compounds, 0.45% hits. AID 1556, 2009;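 active = inhibition above the mean plus 3 SD of all compounds in the same screening run, cut at about 4.5% in these data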;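 also: 0% = IMP-1 with DMSO and 100% = DMSO wells lacking enzyme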
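Test system: recombinant IMP-1 enzyme, purified / Medium: HEPES buffer pH 7.1 with ZnSO4 and Brij 35 / Doses: single dose, 5.6 µM / Times: 25 °C, 15 min preincubation, 25 min reaction / Detection: Epi-absorbance via hydrolysed-nitrocefin quenching of white-plate fluorescence, 480/530 nm, EDTA stop / Evaluation: percent inhibition from optical density relative to buffer-blank wells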
GPR7 antag = GPR7 receptor antagonists, primary screen, cell-based, fluorescence, single concentration | Neuropeptides B/W receptor type 1 (Homo sapiens), P48145 | GPR7-expressing cells, fluorescence antagonist assay | inhibition, % at 4.4 µM | 290,000 compounds, 1.1% hits | AID 1861, 2009; in the data active = inhibition above about 16%, passing the limit was not always enough;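 also: cells stimulated with the agonist NPW; 0% = agonist with vehicle and 100% = vehicle without agonist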
Target sequence (P48145 whole entry, looked up): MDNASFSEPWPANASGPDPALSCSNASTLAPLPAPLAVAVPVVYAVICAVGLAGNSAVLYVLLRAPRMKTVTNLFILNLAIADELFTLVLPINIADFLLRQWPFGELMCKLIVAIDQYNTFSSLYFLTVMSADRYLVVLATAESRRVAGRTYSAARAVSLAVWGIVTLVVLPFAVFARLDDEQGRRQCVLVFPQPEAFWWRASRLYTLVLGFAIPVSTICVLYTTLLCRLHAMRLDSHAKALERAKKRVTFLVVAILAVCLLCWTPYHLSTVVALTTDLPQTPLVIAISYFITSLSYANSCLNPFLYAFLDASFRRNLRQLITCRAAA
GalR3 antag = GalR3 antagonists in HEK293 cells, primary screen, cell-based, fluorescence readout. Galanin receptor type 3 (Homo sapiens), O60755. HEK293 GalR3-CNG cAMP membrane potential fluorescence; galR3 body fused to GalR1 C-terminus. inhibition, % at 3 µM. 360,000 compounds, 0.44% hits. AID 651719, 2012;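 active = inhibition above the screen-wide average plus 3 SD, cut at about 13% in these data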;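 also: forskolin and galanin both at EC90 stimulate the cells; cAMP rise reported by CNG channel membrane potential dye signal; 0% = forskolin plus galanin with DMSO and 100% = forskolin alone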
Target sequence (O60755 1-299 limits assumed): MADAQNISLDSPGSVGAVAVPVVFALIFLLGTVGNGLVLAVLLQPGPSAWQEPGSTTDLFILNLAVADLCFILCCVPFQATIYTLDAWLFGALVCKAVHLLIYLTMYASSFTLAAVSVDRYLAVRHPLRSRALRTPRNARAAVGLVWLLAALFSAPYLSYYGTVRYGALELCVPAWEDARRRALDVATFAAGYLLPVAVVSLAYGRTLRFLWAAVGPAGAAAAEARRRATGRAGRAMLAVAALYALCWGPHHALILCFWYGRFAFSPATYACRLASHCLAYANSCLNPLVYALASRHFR
PHOSPHO1 inh = PubChem AID 1565; Phosphoethanolamine/phosphocholine phosphatase (Homo sapiens), Q8TCT1; recombinant PHOSPHO1, absorbance phosphatase assay; inhibition, % at 13.3 µM; 290,000 compounds, 1.1% hits; in the data active = inhibition above about 60%
Target sequence (Q8TCT1 whole entry, looked up): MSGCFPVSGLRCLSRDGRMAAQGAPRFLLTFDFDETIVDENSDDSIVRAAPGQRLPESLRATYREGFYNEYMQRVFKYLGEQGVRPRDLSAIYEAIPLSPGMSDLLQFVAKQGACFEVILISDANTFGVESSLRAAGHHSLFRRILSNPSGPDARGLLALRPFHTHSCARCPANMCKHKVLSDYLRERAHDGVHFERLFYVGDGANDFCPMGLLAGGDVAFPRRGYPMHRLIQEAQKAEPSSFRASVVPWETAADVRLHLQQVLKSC
FID counter = compounds displacing fluorescent DNA intercalator, primary screen, artefact control for HCV NS3 helicase inhibitor project, biochemical, FID fluorescence; DNA fluorescent intercalator displacement; inhibition, % at 7.9 µM; 290,000 compounds, 0.17% hits; AID 1845, 2009; in the data active = inhibition above about 37%;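 also: 0% = vehicle and 100% = reference compound; higher means more ethidium bromide displaced from hairpin DNA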
The depositor's hits bear a star; . = no result given; & = joins results of further samples. Hits appear at their usual frequency; any-hit rate near 4.3%.

The line under a structure holds: GPR7 antag, VIM-2 inhibitor, GalR3 antag, FID counter, OXTR ag, PHOSPHO1 inh, HCV NS3 hel inh, IMP-1 inh, V1R ag counter
O=S(=O)(NC1CCc2ccccc21)c1ccc(S(=O)(=O)N2CCCC2)cc1 (stereo unspecified)
 : 17, -3.8, -3, -15, 5.8, 20, 9, -2.0, 8.7
Cc1ccc(C(=O)Nc2cccc(S(=O)(=O)N3CCOCC3)c2)cc1[N+](=O)[O-]
 : -17, -1.8, 4, 2, 3.2, 33, -18, -1.0, 3.9
COCc1cc(C)nc(SCC(=O)Nc2cc3c(cc2C#N)OCO3)c1C#N
 : -6, -2.0, -1, -2, 0.2, 9, 2, -4.0, 1.6
COc1ccc(OC)c(CNC(=O)c2nn(C)c3c2CS(=O)(=O)c2ccccc2-3)c1
 : -6, -1.6, 1, -25, 0.6, 22, -6, -0.4, 4.2
CCCN(CCC)S(=O)(=O)c1ccc(NC(=O)COc2ccccc2)cc1
 : -1, -2.2, -6, -24, 1.4, 7, 0, -3.1, 1.0
Cc1cc(S(=O)(=O)N2CCCC2)ccc1OCC(=O)NCc1ccco1
 : -12, -2.9, 1, -7, 1.1, -31, -6, -1.3, 0.0
O=C(NC1CCCCC1)N1CCN(c2ncccn2)CC1
 : 4, -3.2, -2, -9, -0.9, 2, -3, -5.1, -0.2
Cc1cccc(OCC(=O)N/N=C/c2ccc3c(c2)OCO3)c1
 : 1, -1.1, -7, -13, -0.9, 30, -5, -0.7, -0.1
CCOC(=O)C(C(=O)Nc1ccccc1C)C1CCCCC1 (stereo unspecified)
 : -3, -0.9, -7, 0, -1.5, 15, 6, -5.1, -0.7
CCOC(=O)C1CCCN(CCCc2ccccc2)C1 (stereo unspecified)
 : -11&4, -1.1&-3.8, ., 1&0, -0.5&-0.9, 1&4, 7&1, -2.4&-3.1, 0.6&0.1
Cc1cccc(OC(=O)NCCOC(=O)N(O)c2ccc(Cl)cc2)c1
 : -3, -4.4, 1, -3, 9.3, 1, 2, -3.6, 6.7
Cc1ccc(NS(=O)(=O)c2ccc3c(c2)CCC(=O)N3)cc1C
 : -5, -2.6, -7&6, -4, 2.1, -31, -1, -4.4, 2.2
CCOc1ccc(S(=O)(=O)Nc2ccccc2SC)c2cccnc12
 : 0, -0.6, -2, -10, -0.6, 0, -4, -1.6, 0.1
CCOc1ccc(N(C(=O)Cn2nnc3ccccc32)C(C(=O)NC(C)(C)CC)c2cccn2C)cc1 (stereo unspecified)
 : -14, -0.2, -2, -12, -2.0, 4, -5, 0.8, -0.6
CC(C)NC(=O)C(=O)NCc1ccccn1
 : -5, -2.6, -4, -13, 0.1, 18, 5, -1.5, -0.1
Cc1nn(Cc2ccccc2)c(Cl)c1/C=C1\NC(=S)NC1=O
 : 5, 0.8, -3, -12, 0.0, -46, 3, -1.1, -1.1
CSc1cccc(NC(=O)CCCNC(=O)c2ccc(Cl)cc2)c1
 : -1, -4.4, -8, -19, -0.7, 11, -18, -5.2, 0.1
O=[N+]([O-])c1ccc(N/N=C\c2ccccc2OCc2ccccc2)cc1
 : 8, 0.9, -7, 4, 0.8, -6, -3, -1.4, 0.4
CCOC(=O)NC(=O)c1cn(CCN(C)C)c(=O)[nH]c1=O
 : -11, -3.9, -4, -14, 3.7, -19, 9, -1.8, -0.6
Cc1ccc(Oc2ccc(C(=O)NC3CCSC3=O)cn2)cc1 (stereo unspecified)
 : -12, -1.4, 3, -4, 0.4, 4, 4, -1.7, 0.8
COc1cc(OC)cc(OCC(O)Cn2cnc3cc(C)c(C)cc32)c1 (stereo unspecified)
 : -12, -0.7, -2, -16, 6.3, -18, -10, 0.6, 7.8
Cc1nonc1NC(=O)c1oc2ccc(F)cc2c1C
 : -1, -4.0, -7, -8, 0.1, -4, 5, -2.7, -0.2
Cc1cccc(N2CCN(S(=O)(=O)c3ccc4c(c3)CC(C)N4C(=O)C3CC3)CC2)c1C (stereo unspecified)
 : 28*, -1.8, 1, -39, 0.8, 44, -14, -1.4, 0.9
Cc1cc(NCc2cccnc2)no1
 : 10, 0.8, -6, 2, 0.7, 24, 5, 1.1, -0.6
CC1=CC(c2ccccc2)=Nc2ccc(C)cc2N1
 : -5, -5.7, -5, 1, -0.4, 16, -5, -4.5, 0.4
Clc1ccccc1-c1nnc(CNC2CC2)o1
 : 8, 0.3, -5, -7, -0.5, 26, -4, -2.6, -0.3
Cc1cccc2c(-c3ccccc3)cc(=O)[nH]c12
 : -6, 1.1, 1, -12, -1.4, -35, 5, -1.1, -0.2
CCCCCOC(=O)CC(C(=O)OCCCCC)N1CCCCC1 (stereo unspecified)
 : -9, -5.4, -2, -2, -1.3, 3, -4, 2.1, -0.2
COc1ccc(C)cc1N(CC(=O)Nc1ccc2c(c1)OCCO2)S(C)(=O)=O
 : -9, 0.8, -5, -16, 0.2, 29, -4, -3.7, 1.1
O=c1oc(-c2cccs2)nc2c1cnn2-c1ccccc1
 : -2, -0.7, 11, 6, -0.3, -14, 2, -1.8, -0.5
Cc1cccc(NC(=O)CSc2n[nH]c(-c3cccnc3)n2)c1
 : -1, -1.8, -8, -8, 0.4, 23, -1, 0.1, 1.0
COc1cc(/C=N/Nc2nc(C)cc(=O)[nH]2)ccc1O
 : 2, -1.9, -2, 0, 0.4, 20, 7, -1.1, 0.8
Cc1cc(C(=O)COC(=O)c2ccc(O)cc2)c(C)n1CC1COc2ccccc2O1 (stereo unspecified)
 : -2, 3.4, -1, -14, 1.7, -1, -14, -1.3, 0.4
O=C(CN1C(=O)c2cccc3cccc1c23)NC1CCCCC1
 : 2, -0.5, -2, -16, 0.6, -4, 12, -1.8, 0.7
C=CCNC(=O)CSCc1ccc(Br)cc1
 : 2, 0.1, -3, -3, -1.8, 43, 3, 1.4, 2.9
COc1ccc(NC(=O)CSc2nnc(-c3cccnc3)s2)cc1
 : 4, -2.5, -7, -13, 0.7, 16, -1, -2.2, 3.3
CCC1CCCCN1S(=O)(=O)c1ccc(NC(=O)c2ccncc2)cc1 (stereo unspecified)
 : 19, -2.0, -1, -29, 12, 14, -7, 0.1, 13
CC(C)NC(=O)CN(Cc1ccc2c(c1)OCO2)C(=O)CCC(=O)Nc1ccccn1
 : -9, -2.3, -10, -22, 0.4, 19, 11, -4.0, 0.4
COc1cccc(C(=O)NCC(=O)n2nc(C)cc2C)c1
 : -13, -2.0, -4, 2, -0.2, -8, -1, -1.8, 0.4
Cn1c(=S)n(/N=C/c2cccs2)c2ccccc21
 : -11, 0.1, 2, -3, -2.5, 8, 0, -2.3, -0.5
Cc1ccc(C)c(OCc2cc(C(=O)N3CCN(c4cnccn4)CC3)no2)c1
 : -7, -0.2, -1, -42, ., 56, -4, -1.6, .
CC(OC(=O)c1ccncc1)C(=O)Nc1cc(S(=O)(=O)N2CCCCC2)ccc1Cl (stereo unspecified)
 : -9, -3.9, -2, -9, -0.1, 2, 3, -3.5, 0.9
CN1c2ccccc2C(=O)/C(=C\Nc2ncccn2)S1(=O)=O
 : -10, -2.6, -1, -5, -0.3, 29, -6, -2.9, 0.1
COc1ccc(C(=O)NNC(=O)CCn2nnc(-c3ccc(C)cc3)n2)cc1OC
 : -8, -4.1, 5, -16, -1.7, 24, 3, -3.7, 0.6
CC1=CC(C)(C)N(S(=O)(=O)c2ccc(F)cc2)c2ccc(C)cc21
 : -9, -1.3, -5, -9, -0.4, 19, -15, -1.4, -0.7
Cc1ccc(CNC(=O)CCCn2nc(C)c3c(C)n(-c4ccccc4)nc3c2=O)cc1
 : -11, -2.8, -6, -44, -1.0, 5, -2, -2.9, -0.1
Cc1ccc(Cn2c(C)cc3c(c2=O)C(c2cccs2)C(C#N)=C(N)O3)cc1 (stereo unspecified)
 : -1, -1.3, -1, -2, 1.0, 24, 5, -1.5, 0.0
N#C/C(=N\Nc1ccc(F)cc1)C(=O)C1CC1
 : -11, 1.2, -7, 5, 5.0, 27, 2, -1.8, 8.7
Cc1cccc(CSc2nnc(NC(=O)CSc3nnc(C)s3)s2)c1
 : 2, -2.0, -5, -17, 3.4, 18, -2, -2.7, 2.0
CCOc1ccc(-c2noc(CCC(=O)O)n2)cc1
 : -6, -3.0, 4, -1, -0.1, -7, -4, -2.1, 0.8
COc1ccccc1S(=O)Cc1ccc(C(=O)O)o1 (stereo unspecified)
 : -14, -2.9, -2, 4, 0.5, -15, 6, -4.7, -0.3
COc1cc(NC(=O)C/C(C)=N/NC(=O)Cc2ccc(Cl)cc2)c(OC)cc1Cl
 : 7, -4.2, -4, -11, -0.3, -15, -12, -2.2, 0.7
CCn1cc([N+](=O)[O-])c(=O)c2cc(F)c(N3CCOCC3)cc21
 : -3, 1.0, -12, -2, 0.4, 41, 9, 1.0, 0.7
CC1(C)Cc2ccccc2-c2nnc(-c3cccnc3)n21
 : 4, 1.3, -1, -1, 1.9, -13, -5, -0.8, 2.5
O=C(CCN1C(=O)S/C(=C\c2ccccc2)C1=O)N1CCCCC1
 : 11, -2.2, -8, -27, 4.7, -13, 2, -0.7, 7.1
O=C(c1cccs1)N(C(=O)c1cccs1)c1ccc(Br)cn1
 : -13, -2.5, -4, -15, -1.8, -23, -6, -3.2, -0.4

Compound profiles, from the list above. Values in the order: GPR7 antag, VIM-2 inhibitor, GalR3 antag, FID counter, OXTR ag, PHOSPHO1 inh, HCV NS3 hel inh, IMP-1 inh, V1R ag counter
Results for Cc1cccc(CSc2nnc(NC(=O)CSc3nnc(C)s3)s2)c1 → 2, -2.0, -5, -17, 3.4, 18, -2, -2.7, 2.0
Results for CCn1cc([N+](=O)[O-])c(=O)c2cc(F)c(N3CCOCC3)cc21 → -3, 1.0, -12, -2, 0.4, 41, 9, 1.0, 0.7
Results for CN1c2ccccc2C(=O)/C(=C\Nc2ncccn2)S1(=O)=O → -10, -2.6, -1, -5, -0.3, 29, -6, -2.9, 0.1

Four compounds from above, ordered by the number in HCV NS3 hel inh, highest first.
molecule	HCV NS3 hel inh
CC(C)NC(=O)C(=O)NCc1ccccn1	5
N#C/C(=N\Nc1ccc(F)cc1)C(=O)C1CC1	2
CC1=CC(c2ccccc2)=Nc2ccc(C)cc2N1	-5
COc1ccc(OC)c(CNC(=O)c2nn(C)c3c2CS(=O)(=O)c2ccccc2-3)c1	-6
